Source: PubChem
BLM helicase inh: Bloom syndrome helicase (human) inhibition; P54132; recombinant BLM DNA unwinding, fluorescence dequenching; Potency, µM (highest dose often 56.1 µM), for inactives: at the top dose activity change, negative = inhibition, actives largely listed as inhibitors; 350,000 tested, 0.2% active;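 also: potency is read from the fitted curve at half-maximal effect; plate controls were vehicle for no effect and no enzyme for full effect; nearly all actives have a fitted effect of over 35% in size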
PGK inhibitor: inhibitors of T. brucei phosphoglycerate kinase; AID 602233; P07378; PGK/GAPDH coupled, Kinase-Glo luminescence, 60 min; Potency, µM (doses to about 57.5 µM), for inactives: top-dose activity change, negative = inhibition, hits mostly inhibitors; 380,000 tested, 0.043% active; also: potency is read from the fitted curve at half-maximal effect; % is scaled to controls: 0 for no effect and ±100 for the full control effect; nearly all actives have a fitted effect of over 60% in size
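Luminescent ATP detection (Kinase-Glo Plus) follows a 60-minute room-temperature incubation, with wells lacking PGK as controls. Buffer: 100 mM TEA (pH 7.6), 5 mM MgCl2, 0.01% Tween-20. Coupling enzyme GAPDH (100 nM final) supplies unstable 1,3-BPG in-well.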
POLB inh: DNA polymerase beta (human) inhibition | P06746 | Pol beta primer extension/strand displacement, fluorescence kinetic | Potency, µM (doses to about 114 µM), without a hit: top-dose activity change, negative = inhibition, hits mostly inhibitors | AID 485314 | 340,000 tested, 1.3% active; also: potency is read from the fitted curve at half-maximal effect; % is scaled to controls: 0 for no effect and ±100 for the full control effect
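Enzyme-only controls used 10 nM Pol beta; buffer lacking enzyme served as negative control. Compound preincubated 15 min, then 50 nM substrate added; 0 and 10 min reads at room temperature.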
Anesthetic bind: binds horse apoferritin like a general anesthetic. P02791. apoferritin/1-aminoanthracene competitive binding, fluorescence. Potency, µM (doses to about 77.5 µM), for inactives: at the highest dose activity change, negative = displacement, most hits filed as inhibitors. 350,000 tested, 0.074% active; also: potency is read from the fitted curve at half-maximal effect; % is scaled to controls: 0 for no effect and ±100 for the full control effect; nearly all actives have a fitted effect of over 20% in size
Target sequence (P02791 2-175 limits assumed): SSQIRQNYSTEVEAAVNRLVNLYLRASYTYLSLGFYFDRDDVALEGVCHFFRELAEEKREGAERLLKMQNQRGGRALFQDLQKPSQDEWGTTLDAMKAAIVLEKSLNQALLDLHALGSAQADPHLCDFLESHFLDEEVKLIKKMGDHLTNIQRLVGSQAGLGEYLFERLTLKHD
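Probe: 1-aminoanthracene (50% saturated, PBS). Protein: horse-spleen apoferritin, 10 uM. Incubation: 10 min, room temperature. Detection: 380 nm excitation, 535 nm emission. Analysis: normalized response, four-parameter Hill.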
Pol eta inh: blocks human DNA polymerase eta activity; Q9Y253; recombinant Pol eta, fluorescent DNA replication assay; Potency, µM (series often up to 114 µM), without a hit: at the top dose activity change, negative = inhibition, most hits filed as inhibitors; AID 588591; 390,000 tested, 1.2% active; also: potency is read from the fitted curve at half-maximal effect; % is scaled to controls: 0 for no effect and ±100 for the full control effect
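Pol eta at 10 nM preincubated with compounds 15 min at room temperature; reaction started with fluorescent substrate (50 nM final) and read kinetically at 0 and 10 min.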
POLI inh: blocks human DNA polymerase iota activity; Pol iota fluorescent replication assay, 10 min; Potency, µM (top dose mostly 115 µM), inactives show at the highest dose activity, negative = inhibition, hits mostly inhibitors; 390,000 tested, 1% active; AID 588590; also: potency is read from the fitted curve at half-maximal effect
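Pol iota at 10 nM preincubated 15 min with compounds at room temperature; reaction started with fluorescent substrate, 50 nM final. Fluorescence read kinetically at 0 and 10 min; buffer-only wells as negative control.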
POLK inh: DNA polymerase kappa (human) inhibition | 400,000 tested, 0.53% active | Potency, µM (top dose mostly 107 µM), for the others: top-dose activity, negative = inhibition, most hits filed as inhibitors | AID 588579 | purified Pol kappa, fluorescent DNA synthesis assay, 10 min | Q9UBT6; also: potency is read from the fitted curve at half-maximal effect; % is scaled to controls: 0 for no effect and ±100 for the full control effect
Target sequence (Q9UBT6 whole entry, looked up): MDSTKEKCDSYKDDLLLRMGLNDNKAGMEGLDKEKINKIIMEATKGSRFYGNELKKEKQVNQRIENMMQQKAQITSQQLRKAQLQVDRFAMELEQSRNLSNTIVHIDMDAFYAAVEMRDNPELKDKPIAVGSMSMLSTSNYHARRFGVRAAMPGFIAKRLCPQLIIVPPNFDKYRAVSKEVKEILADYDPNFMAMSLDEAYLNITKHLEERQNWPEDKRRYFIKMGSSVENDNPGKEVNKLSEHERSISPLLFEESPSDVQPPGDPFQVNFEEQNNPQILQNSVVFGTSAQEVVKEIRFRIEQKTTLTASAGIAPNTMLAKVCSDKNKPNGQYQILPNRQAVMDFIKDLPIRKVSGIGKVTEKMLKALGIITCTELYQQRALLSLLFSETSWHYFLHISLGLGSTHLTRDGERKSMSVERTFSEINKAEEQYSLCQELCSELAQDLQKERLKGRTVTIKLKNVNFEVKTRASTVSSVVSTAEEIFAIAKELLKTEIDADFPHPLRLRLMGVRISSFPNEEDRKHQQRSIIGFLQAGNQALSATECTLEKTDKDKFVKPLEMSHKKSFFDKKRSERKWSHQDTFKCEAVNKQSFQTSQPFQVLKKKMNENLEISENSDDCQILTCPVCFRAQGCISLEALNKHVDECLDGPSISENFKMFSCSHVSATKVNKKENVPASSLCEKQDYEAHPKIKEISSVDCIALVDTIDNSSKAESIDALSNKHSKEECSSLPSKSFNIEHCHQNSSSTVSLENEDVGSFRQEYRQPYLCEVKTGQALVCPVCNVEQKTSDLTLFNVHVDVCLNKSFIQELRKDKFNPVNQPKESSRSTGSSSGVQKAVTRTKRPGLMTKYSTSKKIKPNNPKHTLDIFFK
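10 nM Pol kappa preincubated 15 min at room temperature with compounds, then reaction started with substrate at 50 nM final. Fluorescence read kinetically at 0 and 10 min; buffer-only wells served as negative control.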
RXFP1 antag: blocks the human relaxin receptor RXFP1. Q9HBX9. HEK293-RXFP1, relaxin-stimulated cAMP HTRF, 30 min; active compounds read low. activity change, negative = inhibition, % at 57.5 µM. AID 1259400. 350,000 tested, 0.59% active;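 active = activity change of -60% or lower, but not beyond a set lower limit; inconclusive = change between -60% and -40%, or beyond the set limit; inactive = change above -40%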; also: % is scaled to controls: 0 for no effect and ±100 for the full control effect
APE1 inh: blocks human APE1 abasic DNA cleavage | recombinant APE1, TAMRA/BHQ-2 abasic DNA cleavage fluorescence | P27695 | 350,000 tested, 0.35% active | Potency, µM (top dose mostly 65.8 µM), for inactives: at the highest dose activity change, negative = inhibition, most hits filed as inhibitors | AID 2517;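 also: potency is read from the fitted curve at half-maximal effect; plate controls were vehicle for no effect and reference inhibitor for full effect; nearly all actives have a fitted effect of over 55% in size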
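Endonuclease cleavage of a quenched abasic-site DNA duplex (50 nM) by APE1 (0.75 nM) was tracked by TAMRA dequenching. Compounds were preincubated with enzyme 15 min at room temperature; data normalized to buffer-only and DMSO wells plus NSC13755 control.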
Active calls of the source: *; i = inactive; ? = inconclusive; / = not tested or not shown; & = joins results of further samples; [ ] = dose if it differs, or a comment. Unless noted, calls follow the shape of the dose curve; as a rule, active = well fitted curve in the direction sought with a large enough effect; inconclusive = small, poorly fitted or top-dose-only effect, or another doubt; inactive = no such curve, though single readings can be large; an effect the other way counts as inactive or inconclusive. This is a subset; rates above refer to the full screens.

mol,Pol eta inh,POLB inh,POLK inh,RXFP1 antag,PGK inhibitor,Anesthetic bind,POLI inh,APE1 inh,BLM helicase inh
COc1ccc(CCNC(=O)c2ccc(-n3c(C)cc4c3CCCC4)cc2)cc1OC,-19%,4%,-9%,-17,i,-10%,13%,/,-2%
O=C(c1cc([N+](=O)[O-])ccc1Cl)N1c2ccccc2Sc2ccccc21,-8%,19%,-4%,-24,-8%,7%,120%[activator],-5%,-5%
CCn1cc(C(=O)N2CCc3ccccc32)c(=O)c2cc(S(=O)(=O)N(C)C3CCCCC3)ccc21,1%,5%,-11%,5,-6%,-20%,15%,-8%,-6%
O=C(CSc1ccc(F)cc1)N1CCOCC1,-19%,-2%,-15%,10,/,-7%,-1%,23%,-6%
COc1cccc(C2NC(=O)NC(C)=C2C(=O)OCCSC)c1OC (stereo not given),4%,/,-1%,0,8%,/,8%,/,/
Cn1cccc1/C=C1\Cc2ccccc2C1=O,-15%,2%,-10%,1,-13%,-13%,11%,2%,-2%
CSCCC(NC(=O)c1ccco1)C(=O)OC(C)C(=O)NC(=O)NC1CCCCC1 (stereo not given),-4%,2%,-12%,-7,0%,-8%,33%[activator],2%,-5%
Cc1nc2c(sc(=S)n2Cc2ccco2)c(=O)n1CC(=O)Nc1ccccc1Cl,-4%,5%,14%,3,-3%,-8%,19%,75%[activator],-4%
O=C(c1c(F)cccc1F)N1CCN(CCOc2ccccc2)CC1,0%,4%,3%,2,i,1%,52%[activator],12%,0%
CC(C)CC1CC(=O)OC1(C)C(=O)CSc1nc2ccccc2s1 (stereo not given),-8%,25%,-18%,5,9%,-11%,?,-3%,-8%
CC1CC(C)CN(CCCNC(=O)C2CCC(=O)N2C2CCCC2)C1 (stereo not given),-6%,23%,-4%,-1,i,-6%,7%,-1%,1%
Cc1c(NC(=O)C(C)OC(=O)CNC(=O)c2ccc(C(C)(C)C)cc2)c(=O)n(-c2ccccc2)n1C (stereo not given),-2%,-2%,-8%,0,6%,0%,6%,-3%,-3%
Cc1ccccc1NS(=O)(=O)c1ccc(C(=O)NCCCN2CCOCC2)cc1,-6%,/,-10%,-2,-8%,/,7%,-2%,/
Cc1ccccc1C(=O)Nc1cccc(NC(=O)c2ncn[nH]2)c1,6%,?,1%,0,/,-2%,6%,-11%,-9%
Oc1ccc(OCc2ccccc2)cc1,/,/,-12%[19.4 µM],-19,/,?,/,0%[21 µM],-5%[21.4 µM]

Additional results:
mol,Pol eta inh,POLB inh,POLK inh,RXFP1 antag,PGK inhibitor,Anesthetic bind,POLI inh,APE1 inh,BLM helicase inh
O=C(CSC1=NCCS1)NCc1ccco1,-17%,2%,-11%,-15,-9%,-6%,?,-1%,1%
COCCn1c(N2CCN(c3ccccc3)CC2)nc2c1c(=O)n(C)c(=O)n2C,-20%,17%,3%,-2,10%,-7%,52%[activator],0%,-6%
CC1(C)O[C@H]2[C@@H](O1)[C@@H](C(=O)Nc1ccccc1C(F)(F)F)O[C@@H]1OC(C)(C)O[C@@H]12,2%,3%,-8%,-9,-9%,4%,13%,/,-2%
Cc1cnc(C(=O)NCCc2ccc(Cl)cc2)cn1,1%,?,-8%,-3,-9%,-12%,?,4%,-16%
COc1ccc(Nc2cc(C(=O)N3CCc4ccccc4C3)c3ccccc3n2)c(OC)c1,-15%,?,-11%[60.1 µM],-7,-10%,-8%,-13%,-6%,-12%
COc1ccc(NC(=O)CCCNC(=O)Cn2cnc3sc(C)c(C)c3c2=O)c(OC)c1,-13%,-1%,-30%,7,-1%,-3%,124%[activator],6%,-3%
CN(C)S(=O)(=O)c1cc(NC(=O)CN2CCNC(=O)C2)ccc1Cl,-7%,?,0%,3,-1%,-6%,174%[activator],2%,-2%
CC(=O)Nc1ccc(S(=O)(=O)N2CCN(C(=O)c3ccco3)CC2)cc1,-15%,3%,-13%,-4,-5%,2%,-3%,32%,-3%
COc1cccc(NC(=O)[C@H](Cc2c[nH]c3ccccc23)NC(=O)[C@@H]2Cc3ccccc3CN2)c1,-8%,28%,-22%,/,-3%,-7%,-12%,-2%,-1%
O=C(Nc1cccc2ccccc12)c1ccccc1Cl,-14%,14%,-3%,14,/,-11%,-10%,-2%,-1%
O=C(COC(=O)c1cc(S(=O)(=O)Nc2ccccc2Cl)ccc1O)Nc1ccc(F)c(F)c1F,-1%,/,-15%,-3,-5%,/,17%,2%,/
Clc1cccc(OCCCCN2CCCCC2)c1,-9%,0%,-9%,21,2%,-9%,-4%,7%,-1%
COc1ccc(Br)cc1S(=O)(=O)n1ccnc1,-2%,7%,-5%,8,4%,0%,0%,-5%,2%
CC(C)CC1Nc2ccc(C(=O)NCCCN3CCOCC3)cc2NC1=O (stereo not given),-1%,13%,?,-9,-10%,-3%,?,36%,2%
COc1cc(/C=C2/C(=N)N3C=CSC3=NC2=O)ccc1OCCCOc1cc(C)ccc1C,?,?,-16%,-19,3%,?,22%,-8%,-6%

Part of the list above, as labelled records.
> O=C(CSC1=NCCS1)NCc1ccco1
  Pol eta inh: -17%
  POLB inh: 2%
  POLK inh: -11%
  RXFP1 antag: -15
  PGK inhibitor: -9%
  Anesthetic bind: -6%
  POLI inh: ?
  APE1 inh: -1%
  BLM helicase inh: 1%
> COCCn1c(N2CCN(c3ccccc3)CC2)nc2c1c(=O)n(C)c(=O)n2C
  Pol eta inh: -20%
  POLB inh: 17%
  POLK inh: 3%
  RXFP1 antag: -2
  PGK inhibitor: 10%
  Anesthetic bind: -7%
  POLI inh: 52%[activator]
  APE1 inh: 0%
  BLM helicase inh: -6%

Next section
mol,Pol eta inh,POLB inh,POLK inh,RXFP1 antag,PGK inhibitor,Anesthetic bind,POLI inh,APE1 inh,BLM helicase inh
COc1ccc(C(CNC(=O)CN2C(=O)NC3(CC(C)CC(C)(C)C3)C2=O)N2CCOCC2)cc1 (stereo not given),-9%,?,-4%,1,2%,-18%,19%,-4%,-7%
c1ccc(CNc2c(-c3cccc(SC4CCCCC4)c3)nc3ccccn23)cc1,-7%,/,-8%,/,-6%,/,?,-10%,/
COc1cc(OC)cc(C(=O)NC(=S)Nc2ccc(NC(=O)c3ccco3)cc2)c1,-9%,10%,-16%,7,-3%,-13%,3%,-2%,-4%
CCOC(=O)Cn1cnc2scc(-c3ccc(C)cc3)c2c1=O,0%,13%,-14%,13,-7%,-18%,12%,-7%,-7%
O=C(COC(=O)c1cc(S(=O)(=O)N2CCOCC2)ccc1Cl)NCc1ccco1,-14%,/,-13%,-11,3%,/,7%,-4%,/
COc1ccc2c(c1)-c1nc(NC(=O)c3cccs3)sc1CC2,-14%,17%,6%,-3,5%,-7%,5%,-5%,-11%
CCN(CC)c1nc(NN)nc(Nc2ccc(C)c(Cl)c2)n1,-26%,/,-9%,-11,9%,/,146%[activator],/,/
Cc1ccc2c(c1)N(CC(=O)Nc1ccc3c(c1)OCCO3)C(=O)CO2,-14%,0%,3%,-12,i,-12%,11%,14%,-4%
CCS(=O)(=O)c1ccc(O)c(NC(=O)/C=C/c2ccccc2)c1,-5%,31%,-9%,-6,-9%,-8%,27%,16%,-3%
Cc1ccc(NC(=O)/C(Cl)=C\c2ccccc2)cc1,-4%,12%,-9%,-23,-8%,-15%,-8%,?,-2%
COc1ccc(Nc2ncc(C(=O)N3CCN(c4ccc(F)cc4)CC3)c3ccccc23)cc1,-18%&-18%,0%&1%,-27%&-4%,-7,-2%,558%[activator],-11%,-6%,-7%&-16%
CC(C)Oc1ccc(C(=O)NCc2cccs2)cc1,2%,26%,-2%,-11,-5%,-9%,2%,5%,-1%
CCCOP(=O)(OCCC)c1c([N+](=O)[O-])cc(C(F)(F)F)cc1[N+](=O)[O-],-13%,8%,-3%,6,-8%,-17%,6%,3%,-5%
Cc1cc(OC(=O)c2ccccc2C(F)(F)F)c([N+](=O)[O-])c(=O)[nH]1,-4%,4%,6%,/,-6%,-9%,-22%,9%,1%
CCOc1ccc(NC(=O)N2CCc3ccccc3C2)cc1,-4%,-3%,9%,-8,i,-6%,12%,24%,-8%

Additional records follow:
mol,Pol eta inh,POLB inh,POLK inh,RXFP1 antag,PGK inhibitor,Anesthetic bind,POLI inh,APE1 inh,BLM helicase inh
O=C(NCCC1=CCCCC1)C1CCN(S(=O)(=O)c2cccc3nsnc23)CC1,4%,27%,-18%,5,0%,-8%,21%,14%,2%
COCCN(Cc1nc2ccccc2c(=O)[nH]1)C(=O)c1cccc(S(=O)(=O)N2CCCC2)c1,-10%,/,-9%,3,2%,/,7%,27%,/
O=C(Nc1ccc([N+](=O)[O-])cn1)c1cc(-c2cccc(Cl)c2)nc2ccccc12,-4%,0%,-18%,9,8%,-2%,3%,-1%,-2%
O=C(c1cc2n(n1)C(C(F)(F)F)CC(c1ccc(Cl)cc1)N2)N1CCCC1 (stereo not given),-1%,-1%,-19%,-6,-8%,-2%,12%,3%,0%
Cc1ccc(-n2nc(C(=O)O)c(C)c(C#N)c2=O)cc1Cl,-2%,3%,-4%,7,-1%,-4%,15%,2%,0%
O=C(COc1ccc2c(-c3ccccc3)cc(=O)oc2c1)Nc1ccc(CN2CCOCC2)cc1,-10%,-2%,-16%,8,-3%,-8%,-1%,-8%,-11%
N#CCCn1cc(C(N)=O)c(-c2ccc3ccccc3c2)n1,-13%,2%,-5%,-4,-5%,-1%,128%[activator],6%,-1%
COc1ccc2[nH]c3c(c2c1)CCN1C(=O)C(CC(=O)NCCc2ccccn2)C[C@H](C(=O)N2CCCCC2)[C@@]31CCc1ccccc1 (stereo not given in full),-12%,/,-12%,/,0%,/,-18%,-11%,/
CCOC(=O)N1CCN(C(=O)c2ccccc2NC(=O)c2ccc(Br)cc2)CC1,-7%,2%,-4%[60.1 µM],-1,0%,0%,22%,9%,-2%
O=C(Nc1cccc([N+](=O)[O-])c1)c1cc(S(=O)(=O)Nc2ccccn2)ccc1Cl,-4%,13%,-1%,-18,-2%,-13%,13%,19%,-4%
CC(=O)N1CCN(c2c(F)c(F)c(C(F)(F)F)c(F)c2F)CC1,-3%,10%,-13%,11,1%,-18%,118%[activator],-1%,5%
